SIAE primary – human SIAE inhibition, primary screen; Q9HAT2; SIAE FP-Rh probe binding, fluorescence polarization; inhibition, % at 9.66 µM; actives 0.69% (n = 370,000); AID 1053197;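 active = inhibition above a cutoff: mean of compounds within the control limits plus 3 SD of those, cut at about 17% in these data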;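 also: 0% = plate median of compound wells and 100% = probe without SIAE protein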
TCR-CD3 inh – inhibitors of human TCR-CD3 interaction | inhibition, % at 9.4 µM | TAMRA-labeled TCR probe fluorescence, biochemical | actives 0.37% (n = 360,000) | AID 651800; in the data active = inhibition above about 19%;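 also: recombinant mutant TCR 2C K166C tagged with TAMRA read by polarization; 0% = receptor in buffer alone and 100% = receptor with positive control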
GC-B act – GC-B (human) receptor activation; actives 0.11% (n = 370,000); activation, % at 10 µM; AID 1920062; HEK293-GC-B cells, CNP EC30, cGMP TR-FRET; 0% at EC30 CNP, 100% saturating CNP;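 active = activation at 10 µM reaching about 35% in either raw or pattern-adjusted values, limit read from the data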
PRMT1 FP inh – PRMT1 (human) inhibition, primary screen | Q99873 | recombinant PRMT1, activity-based probe fluorescence polarization | inhibition, % at 2.79 µM | actives 1.3% (n = 370,000) | AID 652257;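 active = inhibition above about 21% made by adding two undisclosed values, limit read from the data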
NPR1 activator – GC-A (human) enzyme activation | P16066 | HEK293 GC-A cells, cGMP TR-FRET, EC30 ANP; 0% at EC30 ANP, 100% saturating ANP | activation, % at 10 µM | actives 0.14% (n = 370,000) | AID 1671463; in the data active = activation above about 40%
HTRA1 inh – HTRA1 (human) protease inhibition; actives 0.5% (n = 340,000); inhibition, % at 5.96 µM; Q92743; recombinant HTRA1, FP-rhodamine activity-based probe, fluorescence polarization; in the data active = inhibition above about 36%;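 also: 0% = enzyme with DMSO and 100% = wells lacking enzyme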
MBD2 DNA inh – blocks human MBD2 binding to methylated DNA. actives 0.31% (n = 370,000). TR-FRET, MBD2 binding to methylated oligonucleotide. AID 686964. inhibition, % at 4.4 µM; in the data active = inhibition above about 13%
UHRF1 binding – human UHRF1 methylated DNA binding inhibitors. inhibition, % at 4.4 µM. actives 0.75% (n = 370,000). AID 687016. UHRF1 binding to methylated oligo, TR-FRET; in the data active = inhibition above about 21%;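 also: UHRF1 SRA domain binding a hemimethylated CpG hairpin DNA probe; 0% = median of test compound wells and 100% = reference inhibitor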
Target sequence (Q96T88 whole entry, looked up, the tested form may be a part): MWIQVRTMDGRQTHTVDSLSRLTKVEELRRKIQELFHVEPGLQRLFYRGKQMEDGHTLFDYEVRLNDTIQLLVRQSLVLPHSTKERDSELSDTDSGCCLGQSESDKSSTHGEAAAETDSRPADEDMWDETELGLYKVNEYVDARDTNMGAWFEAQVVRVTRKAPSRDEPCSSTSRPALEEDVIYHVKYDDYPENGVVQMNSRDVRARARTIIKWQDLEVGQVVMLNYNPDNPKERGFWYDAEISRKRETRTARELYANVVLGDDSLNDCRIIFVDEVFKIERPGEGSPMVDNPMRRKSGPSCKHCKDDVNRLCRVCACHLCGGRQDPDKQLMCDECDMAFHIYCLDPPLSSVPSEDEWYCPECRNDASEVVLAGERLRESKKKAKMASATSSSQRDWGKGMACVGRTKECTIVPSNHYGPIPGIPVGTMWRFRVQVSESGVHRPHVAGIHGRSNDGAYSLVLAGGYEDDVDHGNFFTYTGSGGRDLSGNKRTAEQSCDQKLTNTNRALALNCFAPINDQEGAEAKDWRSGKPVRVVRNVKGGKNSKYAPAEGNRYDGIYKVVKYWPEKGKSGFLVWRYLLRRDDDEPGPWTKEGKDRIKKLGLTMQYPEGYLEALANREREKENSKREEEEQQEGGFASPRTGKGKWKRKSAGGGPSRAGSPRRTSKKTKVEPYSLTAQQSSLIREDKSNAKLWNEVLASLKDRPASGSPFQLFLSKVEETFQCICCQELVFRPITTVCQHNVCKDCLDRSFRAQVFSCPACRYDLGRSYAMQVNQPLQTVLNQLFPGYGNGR
mABHD4 FP – inhibits mouse alpha/beta hydrolase domain 4 | Q8VD66 | purified mABHD4, FP-Rh probe fluorescence polarization | inhibition, % at 8.92 µM | actives 0.54% (n = 370,000) | AID 720543;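 active = inhibition exceeding the mean over every tested compound plus 3 SD, cut at about 30% in these data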;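 also: 0% = plate median of compound wells and 100% = S159A mutant with DMSO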
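Doses – 8.92 µM, single dose · Material – wild-type mouse ABHD4 protein · Replication – single well per compound (singlicate) · Measure – percent inhibition of probe binding, normalized to plate controls · Schedule – 45 min compound pre-incubation plus 60 min probe step, 25 °C · Detection – fluorescence polarization with parallel and perpendicular emission, 525/598 nm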
rCAG binder – molecules binding r(CAG) RNA repeats | r(CAG) RNA repeat, TO-PRO-1 dye displacement fluorescence | inhibition, % at 3 µM | actives 1.3% (n = 370,000);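 active = inhibition above the plate cutoff, the mean of all test compounds on that plate plus 3 SD, cut at about 35% in these data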;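 also: 0% = DMSO alone and 100% = 100 µM mitoxantrone as full dye displacement; higher means more dye released from RNA so lower well fluorescence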
* hit, by the source's call; . = no result given.

SMILES	SIAE primary	TCR-CD3 inh	GC-B act	PRMT1 FP inh	NPR1 activator	HTRA1 inh	MBD2 DNA inh	UHRF1 binding	mABHD4 FP	rCAG binder
COc1ccc(C(CNC(=O)c2cc(S(=O)(=O)N3CCN(c4ccccc4)CC3)ccc2Cl)N(C)C)cc1 (stereo not given)	0.4	1.9	-9.0	-1.4	-15.6	1.3	0.0	1.6	3.4	1.8
O=C1N/C(=N\N=C\c2ccc3ncccc3c2)SC1Cc1ccc(SC(F)F)cc1 (stereo not given)	1.4	4.6	-4.6	1.2	12.2	-8.5	3.0	-0.5	3.0	5.5
N#Cc1cccc(C(=O)NCC2CCN(C(=O)C(=O)c3cc4ccccc4o3)CC2)c1	2.5	1.0	-5.4	3.5	-2.5	.	-2.6	-0.3	5.0	2.9
Cc1ccc2nc(C)cc(OCC(=O)O)c2c1	-1.2	-4.8	5.3	-1.3	4.2	1.9	-2.0	2.6	1.6	-0.7
Cc1ccnc(NC(=O)c2ccc(Cl)c(NC(=O)C(C)Oc3ccccc3)c2)c1 (stereo not given)	-13.2	-6.5	11.3	-5.0	12.8	-16.8	-1.6	4.3	-10.4	-2.4
CC1(C)CC(=O)C=C(Nc2ccccc2NC(=O)c2ccc(F)cc2F)C1	2.2	.	-1.0	0.1	1.8	.	-3.1	1.6	1.4	-0.4
Cc1ccccc1-c1cccc2c3c([nH]c12)[C@@H]1C[C@H]2[C@@H](C(=O)N1CC3)[C@H](C)ON2C	0.9	-3.3	1.1	-2.0	0.5	.	-2.6	-1.2	-3.6	4.7
CN1CCc2c(sc3nc(SCC(=O)N4CCOCC4)nc(N)c23)C1	-4.8	4.0	-0.9	0.7	5.8	5.0	1.6	-0.8	11.0	4.1
Cc1cc(C)n(CCC(=O)N=Nc2c(O)[nH]c3ccc(Br)cc23)n1	5.9	5.5	-6.6	-5.8	-6.9	-2.7	-0.4	-3.2	2.1	6.1
CCn1ncc(Br)c1C(=O)Nc1sc2c(c1C(N)=O)CCC2	-4.0	-0.6	0.8	-1.6	-1.8	0.9	-4.4	-5.0	-5.8	5.4
CC1=C(C(=O)Nc2cc(C(=O)N3CCN(c4ccc(Cl)cc4)CC3)ccc2C)SCCO1	19.2*	1.6	-5.0	3.4	-3.0	-4.6	1.2	-1.3	7.7	3.7
COc1ccc2[nH]c3c(c2c1)CCN1C(=O)C(CC(=O)NCCc2ccccn2)C[C@H](C(=O)N2CCOCC2)[C@@]31CCC1CCCC1 (stereo not given in full)	5.4	0.9	-4.4	1.9	1.2	4.1	5.1	1.2	4.2	1.0
O=C(NCc1ccco1)C1CCCCN1S(=O)(=O)c1ccc(F)cc1 (stereo not given)	-3.7	-9.6	4.2	1.7	1.8	-4.9	4.8	3.0	0.1	3.4
COc1cc(OC)c(-c2noc(C(=O)OC(C)(C)C)c2C(=O)OC(C)(C)C)c(OC)c1	10.5	1.6	-1.3	-3.0	-9.8	-10.8	-4.5	-4.0	12.9	-5.2
CC(NS(=O)(=O)/C=C/c1ccccc1)C(=O)O (stereo not given)	0.3	-3.6	2.0	-9.1	-0.4	-2.0	-2.4	1.8	-5.6	-0.5

Taken from above:
`COc1cc(OC)c(-c2noc(C(=O)OC(C)(C)C)c2C(=O)OC(C)(C)C)c(OC)c1` in NPR1 activator = -9.8
`Cc1ccccc1-c1cccc2c3c([nH]c12)[C@@H]1C[C@H]2[C@@H](C(=O)N1CC3)[C@H](C)ON2C` in TCR-CD3 inh = -3.3
`O=C1N/C(=N\N=C\c2ccc3ncccc3c2)SC1Cc1ccc(SC(F)F)cc1` (stereo not given) in mABHD4 FP = 3.0

New compounds follow:
SMILES	SIAE primary	TCR-CD3 inh	GC-B act	PRMT1 FP inh	NPR1 activator	HTRA1 inh	MBD2 DNA inh	UHRF1 binding	mABHD4 FP	rCAG binder
CCN(C(=O)COC(=O)CCC(=O)c1ccc(Cl)cc1)c1c(N)n(Cc2ccccc2)c(=O)[nH]c1=O	0.7	-2.5	4.2	0.8	0.2	-0.5	2.2	-0.4	4.7	1.7
COCC(=O)N1CCC(Oc2ccc(C(=O)N3C[C@H]4CC[C@H]3C4)cc2)CC1	8.8	-0.6	-1.2	-2.2	4.5	5.2	-0.4	1.8	2.5	-4.6
COc1ccccc1-n1c(-c2cn(C)nc2C)n[nH]c1=S	6.8	0.9	3.8	1.6	1.0	3.8	0.8	3.0	3.6	-1.2
O=C(Cc1ccccc1)Nc1cc(Cl)ccc1Sc1ccccc1	-3.3	-0.6	-10.5	-5.1	-15.8	-0.8	-1.8	3.8	-5.1	1.8
NS(=O)(=O)c1ccc(CCNC(=O)CN2CCN(c3ccc(F)cc3)CC2)cc1	-0.3	-2.5	5.3	4.3	7.6	13.6	2.7	5.9	-2.4	-4.4
O=S(=O)(NCC1CCCO1)c1ccc(Br)s1 (stereo not given)	-1.0	-2.0	5.6	1.8	-1.0	2.8	3.0	5.8	-4.1	0.6
Cc1nc2cc(NC(=O)c3ccc([N+](=O)[O-])s3)ccc2s1	3.2	3.8	2.7	-2.5	-3.6	0.5	-10.3	-1.0	2.4	4.9
COc1ccc(C2=CC(=O)CC(c3ccccc3)C2)cc1 (stereo not given)	-5.7	3.8	-3.0	-3.1	0.4	-13.9	1.9	-0.8	2.7	-5.0
CC1CCN(S(=O)(=O)c2cccc(C(=O)NCc3ccco3)c2)CC1	-4.4	-0.4	2.4	-1.6	3.5	7.5	3.4	-2.1	-4.0	-0.8
Cc1cc(SCC(=O)c2ccccc2)n2nc(C)nc2n1	-9.3	1.2	-5.2	5.8	-4.1	5.4	0.9	-2.6	-2.3	6.2
CC(C)CC(NC(=O)c1ccc(C#CC(C)(C)O)s1)C(=O)O (stereo not given)	2.6	1.8	3.0	-2.2	-2.3	-3.0	-6.2	-3.4	-0.3	0.3
O=c1ccn(C2CCCCC2)c(=O)[nH]1	-4.2	2.7	0.4	6.6	2.8	.	3.7	6.0	0.4	2.2
C#CCOCCOCCOCCNc1nc(N2CCN(C(=O)[C@H]([C@@H](C)O)n3cc(CCCCN)nn3)CC2)nc(N2CCN(C(=O)[C@H](C)n3cc(CCC(=O)O)nn3)CC2)n1	-1.2	4.9	6.1	-1.8	5.3	8.4	6.7	6.0	-0.5	-5.6
COC(=O)CS(=O)(=O)c1ccsc1C(=O)Nc1ccc(F)c(F)c1	-11.5	-7.4	-4.2	3.6	0.7	-7.1	4.5	1.9	-51.3	7.5
O=C(CN1CCN(c2ccc(F)cc2)CC1)Nc1ccc(S(=O)(=O)N2CCOCC2)cc1	-5.4	3.7	0.1	2.6	1.6	5.5	-1.5	2.0	-4.1	-2.9

2 entries picked at random from the list so far, as already listed:
SMILES	SIAE primary	TCR-CD3 inh	GC-B act	PRMT1 FP inh	NPR1 activator	HTRA1 inh	MBD2 DNA inh	UHRF1 binding	mABHD4 FP	rCAG binder
CC1CCN(S(=O)(=O)c2cccc(C(=O)NCc3ccco3)c2)CC1	-4.4	-0.4	2.4	-1.6	3.5	7.5	3.4	-2.1	-4.0	-0.8
CCN(C(=O)COC(=O)CCC(=O)c1ccc(Cl)cc1)c1c(N)n(Cc2ccccc2)c(=O)[nH]c1=O	0.7	-2.5	4.2	0.8	0.2	-0.5	2.2	-0.4	4.7	1.7

The listing continues.
SMILES	SIAE primary	TCR-CD3 inh	GC-B act	PRMT1 FP inh	NPR1 activator	HTRA1 inh	MBD2 DNA inh	UHRF1 binding	mABHD4 FP	rCAG binder
Cc1ccc(OCC(O)Cn2nc(C)cc2C)cc1 (stereo not given)	-1.5	-1.6	-0.8	-1.3	-4.8	1.1	4.6	18.6	-4.0	-3.2
CCNc1ccc(S(=O)(=O)N(C)C)cc1NCC(=O)Nc1c(F)cccc1F	12.2	-5.7	-3.2	2.1	-4.0	0.8	0.8	2.0	5.4	-0.7
Cc1ccc(N2C(=O)N(Cc3ccccc3C)c3ccccc3S2(=O)=O)cc1	-0.8	4.2	12.7	-2.0	10.8	-26.1	-2.5	-2.7	-10.1	1.7
O=C(NNS(=O)(=O)c1ccc([N+](=O)[O-])cc1)c1ccncc1	5.6	6.3	3.8	2.9	2.1	-2.2	2.2	0.0	9.5	0.2
CCCOc1ccc(Br)cc1CSC(=N)N	-2.3	-9.2	-12.2	3.9	-40.9	-0.3	-2.8	2.0	11.3	11.2
CCOc1ccc(OCCNCc2ccc(OC(C)C(=O)N(C)C)c(OCC)c2)cc1 (stereo not given)	4.8	-5.5	2.3	5.6	0.1	3.1	-0.8	0.7	15.7	-1.0
CCOP(=O)(OCC)c1nc(-c2ccccc2Cl)oc1N1CCOCC1	3.4	-2.5	1.6	-1.7	-0.6	-3.2	3.4	1.4	2.1	-4.5
CCOc1ccccc1N1CCN(CC(=O)N(C)CC(=O)Nc2ccccc2CC)CC1	7.0	-1.5	-0.1	-4.3	1.0	5.1	1.7	0.2	1.6	1.1
Cc1ccccc1NC(=O)C1C2CCCCC21 (stereo not given)	-0.9	0.1	0.7	0.3	0.8	10.1	1.1	2.5	2.6	-3.0
COc1cc(C2C(C#N)=C(N)Oc3n[nH]c(-c4ccccn4)c32)cc(OC)c1OC (stereo not given)	-3.8	2.0	-9.0	-0.4	-18.8	-1.2	6.2	-4.9	2.6	5.0
CC(C)C(C)NC(=O)COc1ccc([N+](=O)[O-])cc1Cl (stereo not given)	1.0	-1.1	1.7	0.8	2.2	3.7	0.0	0.5	-3.7	-6.5
Cn1c(N)c(S(=O)(=O)N2CCN(c3ccccc3Cl)CC2)c(=O)n(C)c1=O	-0.1	1.2	-1.3	-3.2	-3.7	-0.8	-5.2	-2.7	-4.2	2.7
O=C(NCCCN1CCOCC1)c1sc2ccccc2c1Cl	5.4	5.6	2.4	-2.4	-0.2	3.5	-1.7	0.1	0.7	-4.3
CCn1c(C)cc(=S)c2ccccc21	5.2	0.7	1.3	8.8	1.7	32.6	5.6	6.5	7.4	2.5
CCOC(=O)C1=C(c2ccccc2)NC(N)=NC1c1ccc(OCc2ccc(Cl)cc2)c(OC)c1 (stereo not given)	17.6*	0.9	-0.4	-7.0	2.0	-13.2	-1.8	0.0	9.1	30.3
Cc1ccc(C(=O)C(C)OC(=O)CCN2C(=O)C3C4C=CC(C5CC45)C3C2=O)cc1 (stereo not given)	-0.6	5.1	2.2	1.2	1.3	-6.7	-1.0	3.4	-0.1	-7.8
OCc1cc(C(O)CNCCCCCCOCCCCc2ccccc2)ccc1O (stereo not given)	6.0	4.9	2.4	-0.6	-0.4	8.2	-3.4	0.6	0.5	5.9
CC(=O)Nc1cc(C(=O)N2CCCC2)ccc1S(=O)(=O)c1ccc(C)cc1	-2.8	-0.4	3.0	4.5	3.2	-4.0	-4.3	5.3	2.3	5.3
O=C(N/C(=C\c1ccc(Cl)cc1)C(=O)N1CCCCC1)c1ccco1	-1.2	-5.3	1.4	-1.3	-3.7	-4.4	-3.7	-2.4	-5.7	-6.2
CCN(CC(=O)NCc1ccc(Cl)cc1)C(=O)/C=C/c1ccc(C#N)cc1	-0.7	-1.4	6.6	-3.0	-3.7	0.7	4.8	5.1	-3.0	2.3
CC(Sc1nnc2ccccn12)C(=O)N1CCc2ccccc2C1 (stereo not given)	4.3	-4.4	-5.3	-2.0	-0.3	-3.8	-1.7	-1.1	-2.2	-2.4
Cc1ccc(S(=O)(=O)NC(C(=O)N2CCOCCOCCOCCOCC2)c2ccccc2)cc1 (stereo not given)	-0.8	1.2	-1.9	1.3	1.4	3.3	-0.4	1.5	-0.5	3.5
Cc1cccc(NC(=O)Nc2ccc(Br)cc2)n1	-1.6	-5.8	0.6	-0.8	3.2	-4.5	-0.2	0.0	0.1	3.0

Only part of the results is shown (hit frequency here may not be typical).
